ALOX15 inhib – blocks human 15-lipoxygenase activity; P16050; purified 15hLO-1, xylenol orange hydroperoxide absorbance; Potency, µM (highest dose often 57.1 µM), for the others: at the highest dose activity change, negative = inhibition, most hits filed as inhibitors; actives 1.4% (n = 74,000); AID 887; further: potency means the concentration at half of the fitted maximal effect; on the % scale 0 is the no-effect control and ±100 the full control effect; nearly all actives have a fitted effect of over 55% in size
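Hydroperoxide formed from arachidonic acid (50 uM) by purified human 15hLO-1 (40 nM) oxidizes ferrous iron, and the ferric-xylenol orange complex is read at 573 versus 405 nm. Compounds were preincubated 15 min; reaction ran 6 min at room temperature.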
CRE Fsk mod – CRE-bla signaling modulation under forskolin stimulation; actives 2.5% (n = 71,000); AID 662; CHO CRE-bla reporter (cAMP response element driving beta-lactamase), forskolin EC10, beta-lactamase ratio; Potency, µM (doses to about 38.2 µM), for the others: at the highest dose activity change, negative = inhibition, most hits filed as activators; active means well fitted activation curve with a large enough effect in the signal ratio, with a control signal flat, not every such curve was filed as active; inconclusive means small, poorly fitted or top-dose-only effect, or effect the other way, or a change in a side signal; the % refers to the signal ratio; further: potency means the concentration at half of the fitted maximal effect; % of control where 0% means no effect
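Modulation of forskolin signalling: compounds in titration series added with EC10 NKH 477 to CHO cells carrying a CRE-driven beta-lactamase reporter, 3 h, 37C. CCF4 FRET ratio (460/530 nm, ex 405 nm) gives %activity and AC50.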
BRCT PPI red – inhibitors of human BRCA1 BRCT-phosphoprotein interaction (red fluorophore) | P38398 | BRCT-phosphopeptide binding, red fluorescence polarization | Potency, µM (series often up to 76.9 µM), for the others: at the highest dose activity change, negative = inhibition, usual class: inhibitors | actives 0.03% (n = 75,000) | AID 892; further: on the % scale 0 is the no-effect control and ±100 the full control effect
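Rhodamine-labelled pBACH1 10-mer (100 nM) bound to BRCT domain (100 nM) at pH 7.3; compounds incubated 12 min room temperature, polarization read. Free peptide defines full inhibition; unlabelled decapeptide titrated as control.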
DNA Pol III inh – inhibitors of bacterial DNA polymerase III holoenzyme. reconstituted DNA polymerase III holoenzyme replication, biochemical. actives 0.25% (n = 71,000). Potency, µM (highest dose often 57.1 µM), without a hit: at the highest dose activity change, negative = inhibition; further: potency means the concentration at half of the fitted maximal effect; on the % scale 0 is the no-effect control and ±100 the full control effect
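Reconstituted *E. coli* holoenzyme (0.35 nM Pol III, 1 nM beta, 154 nM SSB, 2 nM primase) was preincubated with compound for 15 min at RT. Synthesis on 1.4 nM ssM13Gori ran 35 min, then was stopped with PicoGreen/EDTA and read as dsDNA fluorescence.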
Ub-GFP proteasome – inhibits proteasome, raising ubiquitin-GFP reporter fluorescence | 67,000 tested, under 10 active | AID 526 | Potency, µM (top dose mostly 45.9 µM), without a hit: top-dose activation (GFP accumulation), hits mostly activators | Ubiquitin-GFP reporter cells, proteasome inhibition, GFP fluorescence; response scale: untreated = 0%, 10 µM MG-132 = 100%; active means well fitted activation curve with a large enough effect, not every such curve was filed as active; inconclusive means small, poorly fitted or top-dose-only effect, or another doubt; inactive means no such curve, though single readings can be large or run the other way; further: potency means the concentration at half of the fitted maximal effect
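Reporter cells (U2OS, ubiquitin-G76V-GFP fusion) are plated overnight, then treated 4 hr at 37 °C with compound titrations from 46 uM down to 2.9 nM. Activity is scaled against untreated cells and 10 uM MG-132.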
GFP derepression – epigenetic GFP locus derepression in mouse cells | mouse C127i GFP locus derepression, cytometry, 30 h | Potency, µM (doses to about 46.1 µM), inactives show at the top dose GFP derepression (activation) | actives 0.09% (n = 68,000); further: % of control where 0% means no effect
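Murine C127i mammary cells carrying a silenced, stably integrated CMV-driven GFP reporter were treated with compound for 30 hours at 37 C. After PBS washes, GFP-positive cells were counted by laser-scanning microplate cytometry.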
BRCT PPI green – BRCA1 BRCT-phosphoprotein interaction inhibition | Potency, µM (titrated, usually from 76.9 µM), inactives show at the highest dose activity change, negative = inhibition, most hits filed as inhibitors | BRCA1 BRCT-phosphopeptide binding, green fluorescence polarization | AID 875 | actives 0.05% (n = 75,000) | P38398;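 further: potency means the concentration at half of the fitted maximal effect; plate controls were peptide without protein for full effect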
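Fluorescence polarization: His-tagged BRCT (~35 kDa BRCA1 C-terminus, 250 nM) bound to 100 nM fluorescein-labeled phosphorylated 10-aa BACH1 peptide, pH 7.3 phosphate buffer with DTT and Tween 20. Compounds incubated 12 min at room temperature; inhibition read as lowered polarization.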
HADH2 inhib – blocks human hydroxyacyl-CoA dehydrogenase type II. Q99714. recombinant HADH2, NADH fluorescence, beta-hydroxybutyryl-CoA. Potency, µM (top dose mostly 57.1 µM), inactives show at the highest dose activity change, negative = inhibition, usual class: inhibitors. actives 3.4% (n = 73,000); further: potency means the concentration at half of the fitted maximal effect; on the % scale 0 is the no-effect control and ±100 the full control effect; nearly all actives have a fitted effect of over 60% in size; many of its hits are not listed in these tables
Target sequence (Q99714 whole entry, looked up, one chain of several): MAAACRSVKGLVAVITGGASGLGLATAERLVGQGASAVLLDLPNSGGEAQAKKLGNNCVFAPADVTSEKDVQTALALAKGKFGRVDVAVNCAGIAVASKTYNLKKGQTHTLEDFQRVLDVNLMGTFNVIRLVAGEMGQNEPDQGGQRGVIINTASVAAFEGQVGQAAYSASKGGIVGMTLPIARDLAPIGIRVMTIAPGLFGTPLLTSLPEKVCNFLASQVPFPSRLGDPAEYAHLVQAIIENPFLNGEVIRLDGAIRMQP
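E. coli-expressed His-tagged HADH2 tested at 20 nM in alkaline Tris buffer (pH 9.0); oxidation of 90 uM beta-hydroxybutyryl-CoA with 1 mM NAD+ tracked fluorimetrically for 4 min.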
USP2a inh – inhibitors of human ubiquitin-specific protease USP2a; AID 927; Potency, µM (doses to about 38.3 µM), for inactives: top-dose activity change, negative = inhibition, actives largely listed as inhibitors; USP2a enzymatic assay, qHTS inhibition; actives 0.1% (n = 60,000); O75604;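 further: potency means the concentration at half of the fitted maximal effect; nearly all actives have a fitted effect of over 60% in size; plate controls were DMSO for no effect and NEM full inhibition control for full effect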
Target sequence (O75604 whole entry, looked up): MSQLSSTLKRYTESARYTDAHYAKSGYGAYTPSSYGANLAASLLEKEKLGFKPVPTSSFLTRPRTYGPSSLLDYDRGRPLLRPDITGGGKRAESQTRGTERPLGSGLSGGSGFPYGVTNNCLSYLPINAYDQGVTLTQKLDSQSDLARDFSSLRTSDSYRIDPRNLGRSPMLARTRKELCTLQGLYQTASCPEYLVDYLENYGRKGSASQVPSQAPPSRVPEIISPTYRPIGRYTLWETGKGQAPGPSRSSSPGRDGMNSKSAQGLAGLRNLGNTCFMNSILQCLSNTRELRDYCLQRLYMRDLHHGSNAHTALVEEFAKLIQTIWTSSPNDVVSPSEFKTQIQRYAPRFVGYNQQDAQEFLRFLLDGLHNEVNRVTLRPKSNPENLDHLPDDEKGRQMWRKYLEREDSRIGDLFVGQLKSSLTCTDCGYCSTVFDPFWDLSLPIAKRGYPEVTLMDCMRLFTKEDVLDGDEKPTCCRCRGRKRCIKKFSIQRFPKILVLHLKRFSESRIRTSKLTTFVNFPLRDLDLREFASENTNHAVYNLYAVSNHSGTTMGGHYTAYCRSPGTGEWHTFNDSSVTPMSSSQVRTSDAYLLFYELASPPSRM
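20 nM USP2 core + cpd, 30 min RT; add 20 nM Ub-PLA2/20 uM NBD C6-HPC; read Ex460/Em535 at 0 h and 2.5 h. Normalized to NEM; qHTS curve fit/classification.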
Hsp90 Hop PPI – changes Hsp90-Hop TPR2A binding signal, up or down. AlphaScreen TPR2A-His6 binding biotin-Hsp90 C-terminal peptide. Potency, µM (highest dose often 57 µM), inactives show at the top dose activity change, negative = inhibition. actives 0.44% (n = 71,000). AID 595; active means well fitted curve in either direction with a large enough effect; inconclusive means small, poorly fitted or top-dose-only effect, or another doubt; further: potency means the concentration at half of the fitted maximal effect; on the % scale 0 is the no-effect control and ±100 the full control effect; many of its hits are not listed in these tables
HBB splice mod – hemoglobin beta splicing modulation; HBB splicing reporter cell assay, activation; EGFP reporter with mutant IVS2-654 intron; response scale: normalised to 500 nM splice-correcting PNA; Potency, µM (series often up to 46.1 µM), for inactives: at the highest dose activation, usual class: activators; actives 0.06% (n = 65,000); AID 925; further: potency means the concentration at half of the fitted maximal effect; 0% is about no effect
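HeLa cells stably expressing EGFP interrupted by mutant beta-globin intron 2 (IVS2-654), 500/well in 2% FCS. Treated with compound for 2 days at 37C. Splicing correction scored as total well GFP intensity (488 nm excitation, 500-520 nm emission); 500 nM antisense PNA served as control.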
Active calls of the source: *; ? = inconclusive; . = not tested or not shown; & = joins results of further samples; ! = not active in a repeat; [ ] = dose if it differs, or a comment. Unless noted, the call rests on the fitted dose curve; in most records, active means well fitted curve in the direction sought with a large enough effect; inconclusive means small, poorly fitted or top-dose-only effect, or another doubt; inactive means no such curve, though single readings can be large; an effect the other way counts as inactive or inconclusive. These rows are one share of the data; rates above refer to the full screens.

SMILES	ALOX15 inhib	CRE Fsk mod	BRCT PPI red	DNA Pol III inh	Ub-GFP proteasome	GFP derepression	BRCT PPI green	HADH2 inhib	USP2a inh	Hsp90 Hop PPI	HBB splice mod
Cn1c(=O)c(-c2ccccc2)nc2cnc(Nc3ccccc3)nc21	2%	?	1.2%	0%	-2%	-5%[9.22 µM]	-0.5%	0%	83%[activator]	-2%	-2.4%
CC(=O)Oc1ccccc1C(=O)O	-17%&-7%	-5%&-10%&4%	-0.5%&1.4%	0%&4%&-4%	-1%	0%	-3.0%	-10%&-9%&-14%	0%	-1%&1%&-2%	0.2%&1.1%&0.7%
Cc1cc(NC(=O)CCCC(=O)Nc2ccc(F)cc2)no1	-2%	1%	0.9%	-6%	-1%	1%	-3.7%	5%	-5%	0%	.
N#Cc1c(/N=C/c2ccco2)sc2c1CCC2	-8%	1%	-0.4%	-10%	-4%	-4%	0.1%	4%	-7%	-8%	-0.4%
CS(=O)(=O)N1CCCC(C(=O)NCCN2CCC(Cc3ccccc3)CC2)C1 (configuration not stated)	-5%	?	0.3%	4%	-9%	3%	0.3%	14%	4%	-5%	-0.6%
Cc1ccc(S(=O)(=O)Nc2cc(C(=O)N3CCOCC3)ccc2N2CCCCC2)cc1	-5%	?	-1.6%	-4%	-11%	-1%	-0.5%	-1%	14%	2%	-1.0%
CCOC(=O)N1CCC2(CC1)C(C#N)=C(N)Oc1n[nH]c(CSc3ccc(C)cc3)c12	-19%	11%	-2.1%	-4%	5%	0%	-1.8%	-9%	24%	-5%	.
CC(N)=O	12%	-1%	1.2%	1%	-5%	2%	3.0%	-10%	-1%	?	-1.3%
CCSC1=C(C#N)C2(CCCCC2)C(C#N)=C(N)N1	-10%	-3%	0.8%	-3%	-3%	0%	0.3%	5%	2%	-7%	.
Cn1c(=O)c2c(ncn2CC(=O)Nc2cc(Cl)c(Cl)cc2Cl)n(C)c1=O	-8%	-3%	0.4%	3%	.	-2%	-2.5%	0%	3%	-3%	1.2%[0.369 µM]
Cc1ccc(-c2nnn(CC(=O)Nc3ccc(S(=O)(=O)N4CCC(C)CC4)cc3)n2)cc1	-2%	8%	-2.0%	1%	1%	11%	-0.8%	10%	.	-1%	-0.2%[57.5 µM]
COc1ccc(CNc2cc(-c3cccc(NS(C)(=O)=O)c3)ncn2)c(OC)c1	-5%	?	-0.1%	-3%	-6%	-10%[9.22 µM]	-0.8%	3%	183%[activator]	-9%	-0.9%
O=C(O)C1CCCCC1C(=O)Nc1cnn(Cc2ccccc2)c1 (configuration not stated)	7%	?	0.1%	4%	-3%	1%	-0.1%	-7%	5%	2%	-3.6%
Cn1c(=O)c(-c2cc(F)cc(F)c2)nc2cnc(N3CCOCC3)nc21	-3%	?	-0.7%	-6%	12%	5%[9.22 µM]	-0.9%	1%	8%	-2%	1.2%
COC(=O)CNC(=O)C1CCN(c2nc(C)cc(C)n2)CC1	-5%	-7%	0.3%	-4%	-1%	-1%	-1.9%	-16%	9%	-5%	-1.0%
CC(C)OC(=O)CSc1nnc(-c2ccc(Cl)cc2Cl)o1	-3%	-7%	-0.4%	1%	-1%	-1%	1.1%	33%[activator]	-6%	?	-0.1%[57.5 µM]
NS(=O)(=O)c1ccc(NC(=O)CSc2nnc(-c3cnccn3)n2-c2ccccc2)cc1	-2%	10%	-0.1%	-3%	2%	0%	-1.6%	5%	13%	-7%	-0.3%
CCC(=O)Nc1nc2c(OC)ccc(C)c2s1	4%	1%	-1.0%	-8%	6%	.	-3.9%	42%[activator]	.	-9%	1.4%
CC(C)(C(=O)O)c1ccc(C(O)CCCN2CCC(C(O)(c3ccccc3)c3ccccc3)CC2)cc1 (configuration not stated)	20µM*!	.	0.6%&-0.3%	.	.	.	-0.2%&0.0%	?	6%	.	-0.5%
CCn1c(=O)c(C(=O)NCc2ccccn2)c(O)c2ccccc21	-4%	7.9µM*	1.2%	-1%	-4%	-2%	6.9%	-5%	14%	-3%	-2.4%
CC1(C)Cc2c(C#N)c(N)sc(=S)c2CO1	?	12%	0.5%	0%	4%	0%	-0.6%	?	.	-7%	-0.1%
O=C(CSc1oc(-c2ccc(F)cc2)nc1S(=O)(=O)c1ccc(F)cc1)NCC1CCCO1 (configuration not stated)	-9%	2%	0.5%	-6%	-3%	0%	-1.8%	6%	-5%	-3%	-0.8%
CCc1nnc(NC(=O)CSc2nnc(COc3ccc(C#N)cc3)n2-c2ccccc2)s1	?	-4%	-4.2%	-3%	0%	-2%	-2.9%	-4%	38%[activator]	-1%	.
CCc1ccc(CNc2ccc(N3CCN(C(C)=O)CC3)cc2)cc1	16µM*	16%	0.3%	5%	-3%	2%	-8.1%	1%	22%	?	-1.3%
COC(=O)NC(c1cccc(C)c1)C(C(C)=O)C(=O)OC (configuration not stated)	21%[11.4 µM]	.	1.3%[15.4 µM]	.	.	.	-2.2%[15.4 µM]	5%[11.4 µM]	.	.	0.5%[9.22 µM]
Cc1cccc(Nc2nc(N)nc(CN3CCN(c4ccccc4)CC3)n2)c1	27%	?	-1.1%	2%	39%	-4%	0.6%	-7%	41%[activator]	?	0.0%[1.84 µM]
COc1ccc(-c2nc(CS(=O)CC(=O)N3CCCC3)c(C)o2)cc1 (configuration not stated)	-3%	-7%	-0.1%	-3%	4%	.	-1.6%	-15%	.	-5%[2.3 µM]	-0.8%
c1ccc(Nc2cc(-c3ccoc3)ncn2)cc1	-14%	-11%	-0.4%	-10%	12%	2%[9.22 µM]	0.0%	5%	182%[activator]	-30%	7.9%
Cn1c(=O)c2c(nc(CN3CCC(C(N)=O)CC3)n2Cc2ccccc2Cl)n(C)c1=O	8%	7%	-2.0%	-6%	.	0%	0.7%	5%	3%	-4%	4.8%[0.369 µM]
CN(C)S(=O)(=O)c1cccc(C(=O)NCCc2ccccc2)c1	3%	-3%	-0.2%	-1%	-4%	0%	-1.7%	0%	-4%	-3%	3.1%
Cc1noc(C)c1C(=O)NC(C)C1CCCO1 (configuration not stated)	2%	3%	0.7%	3%	-1%	5%	-0.9%	3%	-1%	-3%	4.2%
CCOc1ccc(C(=O)c2cccs2)cc1	-7%	3%	1.3%	-5%	5%	0%	-0.7%	-4%	4%	8%	-0.2%
COc1ccc(-c2nc3cnc(N4CCNCC4)nc3n(C3CC3)c2=O)cc1	-1%	?	0.2%	-3%	2%	0%[9.22 µM]	-3.0%	22%	55%[activator]	-2%	0.7%
CCOC(=O)N1CCN(C(=O)c2n[nH]c(=O)c3ccccc23)CC1	2%	3%	-0.4%	1%	4%	0%	-2.2%	4%	-3%	-2%	-0.7%
CCCCN(CCCC)CCNC(=O)Cc1nc2c(c(=O)[nH]c(=O)n2C)n1C	6%	-7%	-1.6%	-3%	1%	6%	-6.0%	4%	-15%	0%	-1.8%
CN1C(=O)CCC1(O)c1ccccc1 (configuration not stated)	0%	-1%	0.4%	1%	-9%	-2%	-0.6%	-4%	-5%	1%	-5.0%
COC(=O)c1ccc(Cl)c(NC(C)=O)c1	5%	-1%	-0.6%	-8%	7%	-4%	-3.3%	-1%	-3%	-7%	1.7%
CS(=O)(=O)Nc1ccc(Nc2c3ccccc3nc3ccccc23)cc1	1%[11.4 µM]	17%[7.6 µM]	1.0%[15.4 µM]	-8%[11.4 µM]	-12%[9.17 µM]	2%[9.22 µM]	-1.6%[15.4 µM]	0%[11.4 µM]	.	-3%[11 µM]	2.0%[9.22 µM]
CCOC(=O)c1cnc(SC2CCc3ccccc3C2=O)nc1N (configuration not stated)	-17%	5%	1.0%	0%	-3%	0%	-1.3%	?	26%	0%	.
CCOC(=O)c1oc2ccccc2c1NC(=O)c1ccc(S(=O)(=O)N2CCCC2)cc1	-9%	?	-0.4%	0%	-14%	15%	-1.2%	17%	25%	-6%	-1.1%
O=C(O)/C=C\C(=O)Nc1cccc2c1-c1ccccc1C2=O	-6%[11.4 µM]	4%[7.6 µM]	2.9%[15.4 µM]	-10%[11.4 µM]	-8%[9.17 µM]	0%[9.22 µM]	2.3%[15.4 µM]	?	.	0%[11 µM]	3.6%[9.22 µM]

Screens from PubChem.
